ELG1 genotox: genotoxicity induction in ELG1-luciferase HEK293T cells. HEK293T ELG1-luciferase reporter, luminescence, 16 h. Potency, µM (doses to about 46 µM), for inactives: at the top dose activity change, positive = activation, usual class: activators. 1.3% of 330,000 active. AID 504466; also: % of control where 0% means no effect; nearly all actives have a fitted effect of over 60% in size
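Luminescence read-out: rising ELG1-luciferase signal, reflecting elevated ELG1 protein under genetic stress, flags genotoxic compounds. Cells were treated for 16 hr at 37 °C before ONE-Glo detection.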
MBNL1-CUG inh: MBNL1-poly(CUG) RNA binding inhibition; TR-FRET MBNL1-His/biotin-(CUG)12 binding, 665/545 ratio; 0.036% of 280,000 active; Potency, µM (highest dose often 57.5 µM), inactives show at the top dose activity change, negative = inhibition, most hits filed as inhibitors; active = well fitted inhibition curve with a large enough effect in the signal ratio, with a control signal flat, not every such curve was filed as active; inconclusive = small, poorly fitted or top-dose-only effect, or effect the other way, or a change in a side signal; inactive = no such curve, though single readings can be large or run the other way; the % refers to the signal ratio; also: % is scaled to controls: 0 for no effect and ±100 for the full control effect
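TR-FRET between His-tagged MBNL1 and biotin-(CUG)12 RNA, detected with Tb anti-His antibody (0.055 ng/ul) and streptavidin-XL665 (5 nM), 60 min at room temperature. Compounds titrated 92 nM to 58 uM; 665/545 nm ratio normalized to buffer and complex controls.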
uPA surface inh: cell surface uPA generation inhibition. AID 540303. cell surface uPA generation assay, qHTS. Potency, µM (doses to about 38.3 µM), without a hit: at the highest dose activity change, negative = inhibition, actives largely listed as inhibitors. 0.31% of 330,000 active; active = well fitted inhibition curve with a large enough effect; inconclusive = small, poorly fitted or top-dose-only effect; inactive = no such curve, though single readings can be large or run the other way; tested in mouse RAW 264.7 cells; also: % is scaled to controls: 0 for no effect and ±100 for the full control effect; nearly all actives have a fitted effect of over 55% in size
p53 reactivation: restores transcriptional activity of mutant p53; H1299 p53-A138V BP100-luciferase reporter, luminescence, 24 h; Potency, µM (series often up to 92.2 µM), without a hit: at the highest dose activity change, positive = activation, usual class: activators; 0.063% of 320,000 active; also: % of control where 0% means no effect; nearly all actives have a fitted effect of over 45% in size
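p53-null H1299 cells stably carrying temperature-sensitive p53-A138V and a BP100-luciferase reporter were pinned with compounds (4-point, 1:5 series) and held 24 hrs at 37 deg C. Luminescence was read 10 min after detection reagent.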
VP16 counter: counter-screen for ROR gamma inhibitors: Gal4-VP16 reporter | Potency, µM (top dose mostly 53.6 µM), for inactives: top-dose activity, negative = inhibition, usual class: inhibitors | 3.5% of 310,000 active | Drosophila S2 Gal4-VP16 UAS-luciferase, luminescence, 20 h;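 also: Gal4-VP16 expression switched on by copper sulfate through the metallothionein promoter; % is scaled to controls: 0 for no effect and ±100 for the full control effect; nearly all actives have a fitted effect of over 50% in size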
Rab9 promoter act: Rab9 promoter activation. Huh7 Rab9 promoter-luciferase reporter, luminescence, 24 h. Potency, µM (highest dose often 9.22 µM), without a hit: at the highest dose activation, negative = inhibition, usual class: activators. 2.8% of 320,000 active; also: % of control where 0% means no effect; nearly all actives have a fitted effect of over 60% in size
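Steps: seed 1500 Huh7 Rab9-luc cells per well, rest 2 h at 37 °C; add compound in DMSO; incubate 24 h; add luciferase reagent, 10 min ambient; read luminescence.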
FLuc counter: firefly luciferase modulation, counter-screen for miR-21 project; P08659; purified FLuc, Km substrates, luminescence inhibition; Potency, µM (titrated, usually from 57.5 µM), without a hit: top-dose activity change, negative = inhibition, actives largely listed as inhibitors; 6.9% of 360,000 active;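 also: plate controls were vehicle for no effect and reference inhibitor for full effect; nearly all actives have a fitted effect of over 55% in size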
Target sequence (P08659 whole entry, looked up): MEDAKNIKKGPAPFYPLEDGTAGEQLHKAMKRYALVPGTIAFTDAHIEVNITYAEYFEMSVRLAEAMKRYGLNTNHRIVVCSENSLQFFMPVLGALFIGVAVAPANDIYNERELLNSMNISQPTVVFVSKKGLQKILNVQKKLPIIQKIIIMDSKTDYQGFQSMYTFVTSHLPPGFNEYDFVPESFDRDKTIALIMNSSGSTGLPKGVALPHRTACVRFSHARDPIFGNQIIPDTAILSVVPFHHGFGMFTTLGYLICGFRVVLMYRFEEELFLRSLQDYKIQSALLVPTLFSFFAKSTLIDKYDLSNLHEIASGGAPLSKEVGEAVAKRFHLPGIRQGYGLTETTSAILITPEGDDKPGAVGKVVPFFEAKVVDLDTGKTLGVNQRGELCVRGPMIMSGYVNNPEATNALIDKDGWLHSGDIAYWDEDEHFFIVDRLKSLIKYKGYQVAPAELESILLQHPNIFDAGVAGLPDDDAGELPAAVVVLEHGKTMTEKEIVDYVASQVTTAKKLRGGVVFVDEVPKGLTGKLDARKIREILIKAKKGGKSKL
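Purified P. pyralis luciferase, 10 nM final, with Km-level 10 uM D-luciferin and 10 uM ATP in 50 mM Tris acetate pH 7.5, 10 mM Mg acetate, 0.01% Tween-20, 0.05% BSA; 6-point qHTS titration about 60 µM downward; luminescence read.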
NPC1 prom act: activates the NPC1 promoter. Huh7 NPC1 promoter luciferase reporter, 24 h. Potency, µM (top dose mostly 9.22 µM), inactives show top-dose activation, actives largely listed as activators. 2.4% of 320,000 active;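 also: % of control where 0% means no effect; nearly all actives have a fitted effect of over 60% in size; reporter is driven by a mutant NPC1 promoter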
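Luciferase expression driven by the NPC1 promoter was measured in stably transfected Huh7 cells after a 24 h compound incubation, using a luciferase reagent and a luminescence read.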
RORg inh: ROR gamma (mouse) transcription inhibition; P51450; Drosophila S2 Gal4-RORgamma UAS-luciferase reporter, 20 h; Potency, µM (top dose mostly 53.6 µM), without a hit: at the top dose activity change, negative = inhibition, hits mostly inhibitors; 5.4% of 310,000 active; also: % is scaled to controls: 0 for no effect and ±100 for the full control effect; nearly all actives have a fitted effect of over 60% in size
Target sequence (P51450 whole entry, looked up, the tested form may be a part): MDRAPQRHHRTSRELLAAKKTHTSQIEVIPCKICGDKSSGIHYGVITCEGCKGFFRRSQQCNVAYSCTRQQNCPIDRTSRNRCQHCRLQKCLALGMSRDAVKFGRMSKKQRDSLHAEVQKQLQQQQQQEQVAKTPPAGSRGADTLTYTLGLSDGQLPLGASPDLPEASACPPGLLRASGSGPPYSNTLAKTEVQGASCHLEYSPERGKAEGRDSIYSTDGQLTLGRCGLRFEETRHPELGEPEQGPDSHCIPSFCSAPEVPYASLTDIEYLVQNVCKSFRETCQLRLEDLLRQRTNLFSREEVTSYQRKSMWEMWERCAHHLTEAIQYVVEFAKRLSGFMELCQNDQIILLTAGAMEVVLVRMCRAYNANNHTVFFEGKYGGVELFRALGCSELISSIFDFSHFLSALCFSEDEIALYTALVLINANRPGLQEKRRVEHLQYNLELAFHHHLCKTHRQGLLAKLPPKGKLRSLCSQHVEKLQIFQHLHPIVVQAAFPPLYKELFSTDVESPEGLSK
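Stably transfected Drosophila Schneider cells are the test system, with ROR gamma fused to Gal4 and luciferase under UAS control; luminescence is read after 20 hr of 700 uM copper sulfate induction at ambient temperature.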
BRCA1 expr up: increases BRCA1 expression; Potency, µM (series often up to 46.1 µM), for inactives: at the highest dose activation, actives largely listed as activators; MCF7-BRCA1-FFLuc reporter, luminescence, 48 h; response scale: scaled: vehicle 0%, 10 µM genistein 100%; AID 624202; 1.1% of 380,000 active; also: nearly all actives have a fitted effect of over 80% in size; some results filed as inactive show a strong effect at the top dose
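MCF7-BRCA1-FFLuc, 2000 cells/well; 2 h attach, 37 °C/5% CO2; compound 48 h; luciferase substrate 15 min; luminescence end-point. Norm. to genistein 10 microM max activation and DMSO; concentration-response curves fitted.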
Starred values were filed as active, the others as inactive; ? = inconclusive; · = not tested or not shown; [ ] = dose if it differs, or a comment. Unless noted, calls follow the shape of the dose curve; as a rule, active = well fitted curve in the direction sought with a large enough effect; inconclusive = small, poorly fitted or top-dose-only effect, or another doubt; inactive = no such curve, though single readings can be large; an effect the other way counts as inactive or inconclusive. Potency is read from the fitted curve at half-maximal effect.

SMILES | ELG1 genotox | MBNL1-CUG inh | uPA surface inh | p53 reactivation | VP16 counter | Rab9 promoter act | FLuc counter | NPC1 prom act | RORg inh | BRCA1 expr up
CCOC(=O)c1ccc(N2Cc3cc(C)c(C)cc3C2)cc1O | 6% | 0% | · | 9% | 36% | 9% | -17% | 6% | -24% | ·
COc1ccc(NC(=O)Cn2c(=O)oc3cc(S(=O)(=O)N4CCCC4)ccc32)c(OC)c1 | 1% | -2% | 0% | 4% | 3% | 4% | -1% | -4% | 16% | 3%
COc1cccc(=O)c2c(C)oc(C)c12 | 2% | 19% | 3% | 1% | 5% | 2% | 6% | 0% | -25% | 5%
O=C(CSc1ncccn1)N/N=C/c1ccc2c(c1)OCO2 | ? | ? | -1% | 5% | -8% | ? | 11µM* | 26% | 15% | 99%
COc1ccc(C(c2c(NC(=O)c3ccccc3)sc(C)c2C)N2CCN(CCO)CC2)cc1 (stereo not given) | 1% | -1% | 4% | 10% | -5% | 19% | ? | -5% | ? | -15%
COc1cc(-c2nc(CCNC(=O)c3ccco3)cs2)cc(OC)c1OC | -6% | 9% | 4% | -6% | -13% | 0% | 2% | -13% | -18% | -17%
COc1c(C)cc(S(=O)(=O)N2CCCC2)c(C)c1C | 0% | 0% | · | -4% | 3% | 0% | 1% | -3% | -20% | -20%
O=C(COc1ccc(Br)cc1CO)Nc1ccccc1F | ? | -3% | 0% | 12% | 21% | ? | ? | ? | ? | 46%
Oc1ccc(-n2cnnn2)cc1 | 1% | -1% | · | 4% | 0% | 7% | -3% | 1% | 6% | 3%
Cc1ccc(C)c(S(=O)(=O)N2CCN(c3ncnc4sccc34)CC2)c1 | -12% | · | -10% | -8% | · | · | · | · | · | -85%[inhibitor]
CSc1cccc(CN2CCCC(CO)(Cc3cccc(Cl)c3)C2)c1 (stereo not given) | -7% | -7% | -4% | -3% | -1% | -10% | -6% | -3% | 6% | 11%
O=c1cc(O)c2c(=O)n(-c3ccccc3)c3ccccc3c2o1 | -8% | 26% | 1% | -4% | -5% | 12% | 0% | -1% | 7% | -18%
Cc1ccc(NC(=O)COC(=O)CN2C(=O)NC(C)(C)C2=O)cc1S(=O)(=O)N1CCOCC1 | 4% | -11% | 1% | 4% | -9% | ? | -4% | 2% | 4% | -14%
Cc1ccc(NNC2CC(=O)N(c3cccc(Cl)c3)C2=O)cc1 (stereo not given) | 7% | 14% | -3% | -5% | -7% | -6% | -18% | -3% | -20% | -2%
Nc1cccc2cnccc12 | -1% | 16% | 2% | -5% | 2% | 0% | 3% | 10% | -9% | 9%
Cc1ccc2oc(C(=O)N(C)Cc3ccc(C)o3)c(C)c2c1 | 12% | -1% | ? | ? | 3% | 12% | 27µM* | 9% | 11% | 48%
Cc1ccc(Sc2ncccc2C(=O)NCC(c2ccc(F)cc2)N2CCOCC2)cc1C (stereo not given) | 0% | · | 5% | -2% | · | 0% | -17% | -1% | · | -27%
OCCNCc1cc(Br)ccc1OCc1ccccc1Cl | -5% | 0% | -4% | -7% | ? | -8% | 4% | -1% | 7% | -63%
CCC(C)(C)n1nnnc1C(c1ccccc1)N1CCc2ccccc2C1 (stereo not given) | -3% | -2% | 0% | -9% | -28% | -4% | 6% | -1% | 5% | 8%
O=C(CSc1ncnc2ccccc12)N1CCCC1 | ? | 17% | -4% | ? | 13% | 28% | ? | 16% | 43% | 0%
CCc1c(O)nc(SCC(=O)N2CCCCC2)n(-c2ccccc2C)c1=O | 2% | 9% | · | -2% | 17% | 2% | 12% | -9% | -21% | 6%
COc1ccccc1NC(=O)CSc1nc2ccccc2cc1Cc1ccccc1 | -3% | -2% | -9% | -6% | -1% | -1% | -1% | -4% | -5% | 0%
O=C(N/N=C/c1cc2c(cc1Cl)OCO2)c1ccc2c(c1)OCCO2 | 9% | 9% | -5% | -4% | 7% | 19% | 7.6µM* | 4% | -3% | 22%
COC(=O)c1ccc(C(=O)N(CCN(C)C)c2nc3c(Cl)cccc3s2)cc1 | 0% | -27% | ? | -2% | 0% | -1% | -6% | 4% | -1% | 2%
O=C(COc1cccc2cccnc12)NNC(=S)Nc1ccccc1 | 13% | 12% | · | -5% | -2% | -2% | ? | -3% | 0.89µM* | ·
CN(C)S(=O)(=O)c1cccc(NC(=O)Cc2ccc(Cl)cc2)c1 | -4% | 3% | 0% | -1% | -1% | 1% | ? | 0% | ? | -19%
CCn1nnc(NC(=O)COc2ccc([N+](=O)[O-])cc2)n1 | 0% | ? | 2% | 4% | 1% | -6% | 0% | -6% | 0% | -13%
CCCC(=O)N(c1ccccc1)C1C=CS(=O)(=O)C1 (stereo not given) | 1% | -8% | 1% | -2% | -4% | 0% | -1% | -2% | -2% | -5%
CCOC(=O)N1CCN(C(=O)Nc2ccc(Cl)cc2Cl)CC1 | 11% | -3% | 1% | 3% | 13% | -5% | -11% | 0% | 29% | 25%
O=C1CC(NS(=O)(=O)c2ccc3ccccc3c2)CN1c1ccccc1 (stereo not given) | -7% | · | -2% | 0% | · | 0% | -1% | -2% | · | -10%

Already shown: entries from further up.
SMILES | ELG1 genotox | MBNL1-CUG inh | uPA surface inh | p53 reactivation | VP16 counter | Rab9 promoter act | FLuc counter | NPC1 prom act | RORg inh | BRCA1 expr up
Cc1ccc(Sc2ncccc2C(=O)NCC(c2ccc(F)cc2)N2CCOCC2)cc1C (stereo not given) | 0% | · | 5% | -2% | · | 0% | -17% | -1% | · | -27%
OCCNCc1cc(Br)ccc1OCc1ccccc1Cl | -5% | 0% | -4% | -7% | ? | -8% | 4% | -1% | 7% | -63%

Going on with the list:
SMILES | ELG1 genotox | MBNL1-CUG inh | uPA surface inh | p53 reactivation | VP16 counter | Rab9 promoter act | FLuc counter | NPC1 prom act | RORg inh | BRCA1 expr up
COc1cc(NC(=O)CCn2c(=O)[nH]c3ccsc3c2=O)cc(OC)c1 | 1% | -26% | 6% | -7% | 6% | -5% | 4% | 0% | ? | -1%
C=CCN=c1scc(C)n1/N=C/c1ccc(O)c(O)c1 | ? | 14% | ? | 3% | -3% | 1% | 27µM* | -3% | 18µM* | ?
CCN(CC)S(=O)(=O)c1ccc(NC(=O)CCNC(=O)c2ccco2)cc1 | 2% | -5% | 0% | -1% | -14% | 0% | 2% | -4% | -3% | -3%
CCCCc1nc2cc(C(=O)N(C)C3CCOCC3)ccc2o1 | 9.2µM* | 0% | 0% | ? | 3% | 2.5µM* | 13µM* | ? | -12% | ?
COc1ccc(CNC(=O)CCS(=O)(=O)c2ccc3c(c2)NC(=O)CS3)cc1 | -1% | 6% | 0% | -6% | 0% | 12% | 4% | 2% | -20% | -5%
COc1ccc(/C=N/Nc2nnc(Cc3ccccc3)c(=O)[nH]2)cc1 | -1% | · | 1% | 4% | 3% | -1% | 1% | -1% | -24% | 6%
COc1ccc(CNCCNC(=O)c2cccs2)cc1OC | -5% | -6% | 3% | -1% | 4% | 2% | -1% | -6% | -2% | 0%
CCO[C@@H]1OC(C(=O)O)=C[C@H](c2ccc(C(F)(F)F)cc2)[C@H]1CCCO | 1% | -19% | 13% | 3% | -21% | 0% | 0% | -1% | -1% | -5%
CCC(=O)/C=C1\Sc2ccc(OC)cc2N1CC | -1% | -2% | · | 12% | -10% | 9% | -15% | 6% | -6% | -18%
C=CCN1C(=O)C(Cc2cccc(Cl)c2)SC1=Nc1ccc(C(=O)O)cc1 (stereo not given) | 5% | 0% | -29% | 2% | -2% | -6% | ? | 1% | 36% | 0%
COc1ccc([N+](=O)[O-])cc1NS(=O)(=O)c1ccc(C)cc1 | -2% | ? | -8% | -1% | 2% | -2% | 2% | 0% | 11% | -4%
CN(c1ccc(C(=O)NCCSCc2ccco2)cc1)S(C)(=O)=O | ? | 6% | -2% | ? | ? | 15% | ? | 25% | -17% | 46%
COC(=O)c1sccc1NC(=O)COc1cccc(C)c1 | -2% | 3% | 0% | 3% | 1% | 13% | ? | -16% | 6% | -13%
CCCCOC(=O)c1ccc(NC(=O)C(=O)NCc2ccccn2)cc1 | -6% | 0% | -1% | -4% | -6% | -13% | ? | -4% | 12% | 4%
Cc1ccc(NC(=O)c2ccc(N3CCOCC3)c([N+](=O)[O-])c2)cc1S(=O)(=O)N1CCOCC1 | -10% | ? | 5% | 2% | ? | -14% | 2% | -7% | ? | -76%
Cc1ccccc1C(=O)NNC(=O)c1cccc([N+](=O)[O-])c1 | 15% | ? | -7% | 10% | 9% | -1% | -9% | -1% | 1% | 2%
O=C1NC[C@@H](Cc2cccc3ccccc23)N(CCc2cc(C(F)(F)F)cc(C(F)(F)F)c2)C1=O | 2% | -4% | 11% | 1% | -4% | 0% | 1% | -5% | -30% | 0%
Cc1ccc(C(=O)COC(=O)CCC(=O)NC2CCCCC2)cc1[N+](=O)[O-] | 0% | ? | 5% | -5% | 1% | 0% | 1% | -1% | 0% | -18%
CCN(CC)S(=O)(=O)c1ccc(N2CCN(c3ccccc3OC)CC2)c(N)c1 | -24% | -2% | -10% | 15% | 22µM* | -15% | 2% | -10% | ? | -52%
COCCNC(=S)N/N=C(\C)c1ccc(Cl)c(Cl)c1Cl | -5% | -10% | -3% | -2% | 7.9µM* | 0% | -2% | 2% | 4µM* | 6%
COc1ccc(OC)c(NC(=O)Cn2cc(C#N)c3ccccc32)c1 | -4% | -10% | 2% | -1% | 5% | 5% | 8%[2.3 µM] | 1% | 40% | -1%
